Shn3 3UTR inh: reduces Shn3 3'UTR luciferase signal in osteoblasts; Clone20 osteoblast Shn3 3'UTR firefly luciferase, 24 h; inhibition, % at 12.5 µM; 360,000 tested, 0.52% active; AID 588674;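 active = mean inhibition of at least 75% with every replicate also reaching 75%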;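 note: 0% = median of neutral control wells and 100% = pilot-screen positive control compound; some compounds past the cut are filed as inactive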
HIF-2a block: blocks HIF-2a reporter activity; 360,000 tested, 0.72% active; inhibition, % at 18.8 µM; AID 624352; 786-0 RCC cells HIF-2a reporter, luciferase luminescence, overnight;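 active = inhibition of the luminescence signal of 40% or more relative to plate controls, in a single-dose primary screen at 18.75 µM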
CF NFkB block: cystic fibrosis NF-kB activation inhibition; inhibition, % at 5 µM; AID 588850; KKLEB NF-kB-GFP reporter, PAF-induced, GFP fluorescence overnight; 360,000 tested, 0.86% active;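 active = at least 50% inhibition at 5 µM, scaled per plate between neutral and stimulator controls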;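 note: PAF is a Pseudomonas aeruginosa culture filtrate used as stimulus; plate controls were PAF-stimulated DMSO wells for no effect and unstimulated DMSO wells for full effect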
NR2E3 ag-1: agonists of human nuclear receptor NR2E3. Q9Y5X4. GST-NR2E3/biotin-RetCOR TR-FRET, 1536-well. inhibition of corepressor binding, % at 4.78 µM. 320,000 tested, 0.12% active. AID 2300;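 active = percent inhibition above the cutoff of mean plus 3 SD of all tested compounds, set per screening campaign, cut at about 20% in these data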;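 note: 0% = DMSO wells and 100% = biotin wells as full block of FRET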
Target sequence (Q9Y5X4 whole entry, looked up): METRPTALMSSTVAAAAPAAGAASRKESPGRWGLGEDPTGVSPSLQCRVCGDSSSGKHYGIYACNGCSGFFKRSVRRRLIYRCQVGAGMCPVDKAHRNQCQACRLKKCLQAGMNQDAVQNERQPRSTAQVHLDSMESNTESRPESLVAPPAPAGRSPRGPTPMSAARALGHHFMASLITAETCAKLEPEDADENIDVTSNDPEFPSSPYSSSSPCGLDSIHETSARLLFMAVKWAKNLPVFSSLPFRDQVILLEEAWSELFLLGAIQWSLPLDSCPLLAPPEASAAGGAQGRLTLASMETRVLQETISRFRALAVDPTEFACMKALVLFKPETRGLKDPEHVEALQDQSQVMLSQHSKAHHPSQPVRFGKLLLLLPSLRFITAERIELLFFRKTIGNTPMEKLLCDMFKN
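Material – GST-tagged NR2E3 plus biotinylated RetCOR corepressor · Quantity – NR2E3 fusion 1.35 nM · Times – 5 h incubation at 4 °C · Medium – pH 7.5 Tris-based buffer · Technique – TR-FRET, Eu(K)-anti-GST donor, streptavidin-D2 acceptor, ex 340, em 617/671 nm · Benchmarks – high control biotin, low control 0.6% DMSO · Format – 1536-well plates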
TRPM1 prom inh: reduces MITF-dependent TRPM1 promoter luciferase signal. SK-MEL-5 TRPM1 promoter luciferase, 24 h. inhibition, % at 12.5 µM. 330,000 tested, 0.83% active;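 active = mean inhibition across replicates of 60% or more, whatever share of single replicates reaches that level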; note: values of inactives mirror those of a sister screen read the other way
TWEAK Fn14 block: inhibitors of TWEAK-Fn14 interaction signaling; TWEAK-stimulated Fn14 reporter cells, luciferase luminescence, 8 h; inhibition, % at 10 µM; 360,000 tested, 2% active; AID 1159606; in the data active = inhibition above about 50%
TRAIL sens C8: sensitizes caspase-8 expressing cells to TRAIL; 360,000 tested, 1% active; NB7+C8 cells + TRAIL, ATPlite viability luminescence; inhibition (viability loss, TRAIL sensitization), % at 10 µM; AID 624354;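 active = compounds causing at least 50% loss of cell viability in the single-dose screen, relative to plate controls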
TROY signal inh: blocks TROY-dependent signaling in reporter cells | Q293 LMP1-TROYcd NF-kB luciferase reporter, 4 h | inhibition, % at 10 µM | 360,000 tested, 0.98% active;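 active = compounds whose plate-normalised and pattern-corrected inhibition of the luciferase reporter signal at the single screening dose is 50% or more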
NR2E3 ag-2: activates human NR2E3 receptor | Q9Y5X4 | CHO-S Gal4-NCOR/VP16-NR2E3 two-hybrid, luciferase | inhibition of corepressor binding, % at 3.98 µM | 360,000 tested, 0.35% active | AID 602229;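 active = inhibition above the mean of all tested compounds plus 3 SD, cut at about 70% in these data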;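 note: 0% = DMSO with NR2E3 transfected cells and 100% = cells lacking NR2E3 construct; higher means lower luciferase signal from less NR2E3 corepressor binding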
KKLEB cytotox: counter-screen for CF NF-kB inhibitors: cytotoxicity; activity change (cytotoxicity), % at 5 µM; KKLEB CF airway cells viability, ATPlite luminescence, overnight; active compounds read low; cells stimulated with P. aeruginosa culture filtrate; 360,000 tested, 0.36% active; AID 602141;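 active = corrected activity change at or below -50% at 5 µM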
Peg3 prom inh: reduces Peg3 promoter-driven luciferase expression in HeLa; 360,000 tested, 1.7% active; AID 588405; inhibition, % at 20 µM; HeLa PEG-Prom luciferase reporter, luminescence, overnight;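 active = inhibition of at least 50% at 20 µM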
* = called active by the depositor; · = no result given. These rows are one share of the data (hit frequency here may not be typical).

SMILES	Shn3 3UTR inh	HIF-2a block	CF NFkB block	NR2E3 ag-1	TRPM1 prom inh	TWEAK Fn14 block	TRAIL sens C8	TROY signal inh	NR2E3 ag-2	KKLEB cytotox	Peg3 prom inh
Cc1c(NC(=O)c2ccc(Cl)c([N+](=O)[O-])c2)cccc1-n1cnnn1	47	-7	27	·	24	-31	6	12	-10	-13	5
Cc1ccc(NC(=O)COC(=O)COc2cccc3c2OC(C)(C)C3)cc1C	-5	1	-14	1	-2	-16	-13	-2	23	3	-7
N/C(=N/O)c1cccn1Cc1ccccc1[N+](=O)[O-]	-9	16	0	-4	-2	-6	-17	9	-21	-9	4
CSc1ccccc1NC(=O)CO/N=C(\C)c1cc2ccccc2o1	-10	-117	0	0	-17	-1	-3	-26	-3	1	-77
Cn1cccc1Cc1nnc(SCC(=O)NCCc2ccccc2)n1-c1ccc(F)cc1	88*	3	-10	1	2	24	-4	-3	-12	9	0
CCN(CC(=O)Nc1c(F)cccc1F)C(=O)c1cc2ccccc2oc1=O	-12	-35	0	2	-17	-7	-2	-34	-6	-2	-91
Cc1cccc(CC(=O)Nc2cc(C)c3c(=O)oc4ccccc4c3n2)c1	20	1	16	11	8	-32	52*	-19	4	-18	14
O=C(O)/C=C/c1cn(Cc2ccccc2Cl)nc1-c1ccccc1	-11	0	4	-3	11	-6	1	4	14	7	7
O=C(CNCCc1ccccc1)Nc1ccc(C(=O)N2CCCCC2)cc1	-2	12	7	0	7	-8	5	-13	-4	-3	13
CCCCC1=CC2=CC(=O)C(C)(OC(=O)CC)C(=O)C2=CN1Cc1ccco1 (stereo not drawn)	-9	11	18	-3	11	-3	-9	-8	5	-12	8
COc1ccc(/C=N/Nc2ncnc3sc4c(c23)CCCC4)cc1O	17	-194	22	0	-14	91*	18	83*	-44	-9	-128
Fc1ccc(-c2csc(Nc3ccccn3)n2)cc1	-92	-232	-6	3	-29	42	37	3	-192	-11	-287
Cc1nc(N2CCN(c3ccccc3)CC2)[nH]c(=O)c1Cc1ccccc1	36	15	8	1	3	-7	6	-2	-12	-11	37
CCOC(=O)c1cnc(-n2cc(C)cn2)nc1Nc1ccccc1OC	14	2	-20	1	5	-4	11	23	-18	6	-28
COc1ccccc1N1CCN(/N=C/c2ccc(C(=O)O)cc2)CC1	-46	-67	-1	-1	-41	31	8	-51	-63	-7	-49
CCOc1ccccc1C=NNC(=O)c1cccc2ccccc12	2	4	7	·	-4	-7	-9	-5	15	2	13
O=C(COC(=O)c1cc(Br)ccc1O)Nc1ccc2c(c1)OCCO2	15	-10	14	3	0	-37	-6	-27	12	-11	-38
O=C(/C=C/c1ccc(O)c(O)c1)NC(=O)c1ccccc1O	-8	-160	-12	-1	·	8	42	-100	-67	1	-152
CCOC(=O)c1c(NC(=O)c2cc(-c3ccc(O)cc3)on2)sc(C(C)=O)c1C	-1	-4	35	6	36	-19	43	-5	-24	-41	34
C=CC[C@@H](CC(=O)N[C@@H](CO)Cc1ccccc1)C(=O)N[C@@H](COC(=O)[C@@H](CC=C)Cc1ccc(F)cc1)Cc1ccccc1	9	9	14	·	21	-8	-3	-14	-29	-26	30
COc1ccc(S(=O)(=O)N2CCOCC2)cc1NC(=O)Cc1sc(C)nc1-c1ccc(F)cc1	3	18	9	1	2	-2	-5	8	-5	-4	33
CC1(C)O[C@@H]2[C@H](O1)[C@@H](CO)O[C@H]2n1c(N2CCCCC2)nc2c(N)ncnc21	-25	11	7	1	-5	-17	5	0	10	-15	3
COc1ccc(/C=C/C(=O)N2CCN(S(=O)(=O)c3ccccc3Br)CC2)cc1OC	12	1	12	·	-4	16	9	9	7	-31	24
Cc1nnc(N(Cc2ccccc2)C(=O)c2cnccn2)s1	-1	3	-1	0	1	-2	-17	-13	-4	-1	-14
CN1CCN(C(=O)C2=C[C@@H](c3ccccc3)C[C@@H](OCCCCO)O2)CC1	6	-3	-8	1	-4	9	-8	0	9	-3	-15
CCN(C(=O)Cn1nc(C)c([N+](=O)[O-])c1C)C1CCS(=O)(=O)C1 (stereo not drawn)	6	3	2	-1	-12	0	-14	7	8	8	2
O=C1NC(=Nc2ccccc2)S/C1=C/c1cccs1	-123	-256	33	2	-39	2	-4	-39	-59	-30	-225
CCOC(=O)[C@H]1[C@H]2COc3ccc(Br)cc3[C@@H]2N2C(=O)N(c3ccc(F)cc3)C(=O)[C@@]12C	3	15	7	·	10	14	-12	2	6	1	14
O=C1C=C(c2cc3ccccc3s2)C[C@@H](c2ccc(Cl)cc2)C1	-2	-58	2	·	-19	-40	10	-24	-22	-9	-18
O=C(NCCCc1ccccc1)C(=O)NCC1OCCN1S(=O)(=O)c1ccc(F)cc1 (stereo not drawn)	5	25	-10	-2	11	-12	-12	-1	-9	2	14
CCOc1ccc2nc(NCCCO)[nH]c2c1	-3	-31	5	2	-9	13	-21	2	-10	5	4
O=C(OCc1nc2scc(-c3ccccc3)c2c(=O)[nH]1)c1ccco1	-10	10	-38	1	-3	14	5	-4	4	19	14
CC(C)(Oc1ccc(Cl)cc1)C(=O)N1CCC(C(N)=O)CC1	17	12	18	1	11	0	10	1	-26	-11	5
Cc1ccc2cc(C)c(SCC(=O)NCc3ccco3)nc2c1	14	-3	18	2	6	2	1	-8	11	6	27
CN(CCc1ccccc1)C(=O)c1ccc(NC(=O)Cc2ccc(NC(=O)C3CCCN(C(=O)CCc4ccccc4)C3)cc2)cc1 (stereo not drawn)	66	-10	-8	·	53	58*	29	23	-31	15	-10
Cc1ccc2c(c1)nnn2C1CCN(CC(=O)N(c2ccccc2)c2ccccc2)CC1	25	16	12	-8	9	-1	8	11	23	-4	30
N/C(CN1CCSCC1)=N\OCc1c(F)cccc1Cl	0	3	-8	3	-2	-15	-10	-17	-9	0	-16
CCOc1ccc(N2CC(C(=O)NCCc3ccccc3)CC2=O)cc1 (stereo not drawn)	-8	6	-9	5	9	6	-5	10	-17	9	12
COc1ccc(OC)c(C2C(C#N)=C(N)Oc3cc(N)ccc32)c1 (stereo not drawn)	-11	6	-4	6	-2	19	2	-17	2	12	14
CCn1c(=O)c(C(=O)NCc2ccccc2)c(O)c2ccccc21	2	18	-4	3	-3	6	-2	4	-10	1	9
COc1ccc(C2C(C(=O)Nc3cc(C)on3)c3ccccc3C(=O)N2C)cc1OC (stereo not drawn)	7	17	0	2	-6	-1	18	6	5	-1	-1
CN(N=Nc1ccc([N+](=O)[O-])cc1)c1ccccc1	-89	-274	-27	2	-64	-18	4	-65	-124	-7	-328
Cc1cc(C)n(-c2nnc(C)n2/N=C/c2ccco2)n1	-8	6	8	-3	12	-2	-10	3	2	-6	11
O=C(COC(=O)c1cccs1)Nc1cccc(S(=O)(=O)NC2=NCCCCC2)c1	4	17	4	-5	4	5	-5	28	-12	12	17
O=C(c1ccccc1-c1ccccc1)N1CCCCC1	1	6	1	-2	3	0	0	-8	-14	-8	11
Cc1cc(NC(=O)COC(=O)CCS(=O)(=O)c2ccc(Cl)cc2)no1	-3	5	2	2	-20	37	4	19	-40	6	-2
Oc1ccc(C=NC2CCCCC2)c(O)c1	1	7	-2	-3	-4	24	-12	7	-17	-3	7
CN(C)c1ccc(/C=C(\Cl)c2nc3ccccc3s2)cc1	24	25	-21	1	44	92*	46	73*	31	-28	34

Gathered by group, the entries above with a COOH group (two)
SMILES	Shn3 3UTR inh	HIF-2a block	CF NFkB block	NR2E3 ag-1	TRPM1 prom inh	TWEAK Fn14 block	TRAIL sens C8	TROY signal inh	NR2E3 ag-2	KKLEB cytotox	Peg3 prom inh
O=C(O)/C=C/c1cn(Cc2ccccc2Cl)nc1-c1ccccc1	-11	0	4	-3	11	-6	1	4	14	7	7
COc1ccccc1N1CCN(/N=C/c2ccc(C(=O)O)cc2)CC1	-46	-67	-1	-1	-41	31	8	-51	-63	-7	-49

Next section
SMILES	Shn3 3UTR inh	HIF-2a block	CF NFkB block	NR2E3 ag-1	TRPM1 prom inh	TWEAK Fn14 block	TRAIL sens C8	TROY signal inh	NR2E3 ag-2	KKLEB cytotox	Peg3 prom inh
CC(=O)Nc1ccc(-c2ccnc3c2CC(C(=O)Nc2cccc(Oc4ccccc4)c2)O3)cc1 (stereo not drawn)	45	0	9	·	·	40	7	22	-36	-13	16
CCOC(=O)C1(CCc2ccccc2)CCN(C(=O)c2cc(C)nc(C)n2)CC1	-19	-79	-6	3	-22	-21	-1	-42	-19	3	-38
Cc1ccc(CNS(=O)(=O)N(C)C)cc1	-4	6	3	-2	-1	1	-3	15	-2	-4	5
Cc1cc2nc(CCN3CCOCC3)n(S(=O)(=O)c3ccc(C(C)(C)C)cc3)c2cc1C	-17	-51	-4	1	5	5	-6	10	-24	7	-10
O=C1COc2ccc(C(=O)COC(=O)c3ccc([N+](=O)[O-])cc3Cl)cc2N1	-21	0	0	·	-2	-5	-3	30	15	0	-10
NC(=O)CCN(Cc1ccccc1)S(=O)(=O)c1ccccc1	3	1	1	-1	7	-4	7	-4	-23	4	11
COc1ccccc1OCc1ccc(C(=O)N2CCN(C(=O)c3ccco3)CC2)cc1	-8	17	-1	3	2	-4	12	-9	4	0	-7
Cc1c(C(=O)NCCc2ccccc2)oc2ccc(S(=O)(=O)N3CCOCC3)cc12	-2	-22	5	2	-3	15	9	3	-18	0	6
CC(C)(C)S(=O)N1Cc2cc(C(=O)N3CCOCC3)nc(-c3cccc(Br)c3)c2[C@H]1CCO (stereo partly drawn)	13	10	-35	·	·	-12	-5	-12	25	2	-20
Cc1cc(Cl)ccc1C(=O)C1CCCN(C(=O)c2cc(C(C)C)no2)C1 (stereo not drawn)	-4	16	-2	3	11	2	2	-7	-1	1	21
O=C(COC(=O)COc1ccccc1F)Nc1ccc2c(c1)OCO2	-5	9	14	3	12	7	-21	-11	3	2	6
CCCCNC(=O)C1CC(=O)N(c2ccc(OC)cc2)C1c1ccc(OC)cc1 (stereo not drawn)	-27	6	-6	-2	0	-7	-15	3	-10	6	12
CCCCn1c(N)c(N(C)C(=O)C2CC(=O)N(Cc3ccco3)C2)c(=O)[nH]c1=O (stereo not drawn)	-22	6	-7	·	-1	29	5	3	1	11	3
COc1ccc(NC(=O)CCN2C(=O)C3CC=C(Cl)CC3C2=O)cc1 (stereo not drawn)	-9	-30	-9	-6	3	-24	-8	-47	-17	-4	-43
COC(=O)/C=C1/N/C(=N\c2nc(C)cc(C)n2)N(c2ccc(C)c(C)c2)C1=O	-7	29	7	3	-7	-1	-5	5	-4	4	0
Cc1ccc2oc(=O)c3cnn(CC(=O)N4CCc5ccccc5C4)c3c2c1	6	14	6	1	·	18	4	-15	15	-3	19
O=C(O)c1cccc2c1C(=O)c1ccc(Cl)cc1S2(=O)=O	-11	1	7	-1	3	0	-4	-9	-12	-20	-18

Source: PubChem
